Chronic BCR inh: blocks chronic active B-cell receptor signaling | 0.05% of 340,000 active | Potency, µM (top dose mostly 46.1 µM), inactives show at the top dose ratio change, negative = lower green/red ratio, actives largely listed as inhibitors | ABC-DLBCL IkBa-CBG/CBR reporter, luminescence ratio, 4 h | AID 493014; active = well fitted inhibition curve with a large enough effect in the signal ratio, with a control signal flat, not every such curve was filed as active; inconclusive = small, poorly fitted or top-dose-only effect, or effect the other way, or a change in a side signal; the % refers to the signal ratio;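 also: potency is read from the fitted curve at half-maximal effect; plate controls were basal doxycycline-induced cells for no effect and cells given 10 µM MG132 for full effect; MG132 reads +100%, hits lower the ratio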
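Cell line TMD8 (human ABC DLBCL), stably expressing tet-inducible CBG68-IkBa fusion and CBR; IMDM/0.5% FBS; cpd up to 46 uM; dox induction, 4 h, 37C/5% CO2; dual luminescence; green/red ratio; MG132 control.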
TSG101-PTAP inh: blocks PTAP/TSG101 interaction to inhibit HIV-1 budding | Q99816 | Fluorescence polarization, FITC-PTAP peptide / Tsg101 binding | Potency, µM (series often up to 115 µM), without a hit: at the highest dose activity change, negative = inhibition, most hits filed as inhibitors | 340,000 tested, under 10 active | AID 493005; active = well fitted inhibition curve with a large enough effect in the main read-out, with a control signal flat, not every such curve was filed as active; inconclusive = small, poorly fitted or top-dose-only effect, or effect the other way, or a change in a side signal; inactive = no such curve, though single readings can be large or run the other way; also: potency is read from the fitted curve at half-maximal effect; % of control where 0% means no effect
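Fluorescence polarization binding of Tsg101 binding domain (10 uM final) to FITC-labeled PTAP peptide (50 nM final) in HEPES pH 7.5 buffer with NaCl, Tween 20, EDTA, TCEP. Compounds added before peptide; binding 20 min at RT.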
Integrin act MD: activates integrin-mediated alleviation for muscular dystrophy; alpha7betagal myoblasts, beta-gal FDG fluorescence, 48 h; Potency, µM (doses to about 38.3 µM), without a hit: at the top dose activation, usual class: activators; 0.064% of 350,000 active;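 also: potency is read from the fitted curve at half-maximal effect; 100% = response of the positive control SU9516; nearly all actives have a fitted effect of over 60% in size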
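alpha7betagal+/- myoblasts (passage 13, 250/well) treated 48 h at 37C with compounds at 1:260 dilution of DMSO stock. Lysed, then beta-galactosidase activity read as FDG fluorescence (ex 480/em 540) after 30 min, with pre-read for autofluorescence.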
Mito fusion act: mitochondrial division inhibition or fusion activation. Potency, µM (titrated, usually from 46.1 µM), for inactives: top-dose growth rescue (activation), actives largely listed as activators. 0.23% of 320,000 active. S. cerevisiae fusion-defective mutant growth rescue, CellTiterGlo 48 h;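 also: potency is read from the fitted curve at half-maximal effect; % of control where 0% means no effect; nearly all actives have a fitted effect of over 45% in size; temperature-sensitive fusion mutants such as fzo1-1 at 37 °C on non-fermentable ethanol glycerol medium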
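Yeast fusion mutant, YPEG (non-fermentable carbon), compound, 48 h at 37C non-permissive; CellTiterGlo added, 10 min RT, luminescence read. Rescued growth = division inhibition.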
S-ASM inh: human S-ASM enzyme inhibition; 0.006% of 340,000 active; placental ASM, HMU-PC fluorogenic substrate, 60 min; AID 504937; Potency, µM (titrated, usually from 57.5 µM), inactives show at the highest dose activity change, negative = inhibition, hits mostly inhibitors; also: potency is read from the fitted curve at half-maximal effect
Target sequence (P17405 47-631 limits assumed): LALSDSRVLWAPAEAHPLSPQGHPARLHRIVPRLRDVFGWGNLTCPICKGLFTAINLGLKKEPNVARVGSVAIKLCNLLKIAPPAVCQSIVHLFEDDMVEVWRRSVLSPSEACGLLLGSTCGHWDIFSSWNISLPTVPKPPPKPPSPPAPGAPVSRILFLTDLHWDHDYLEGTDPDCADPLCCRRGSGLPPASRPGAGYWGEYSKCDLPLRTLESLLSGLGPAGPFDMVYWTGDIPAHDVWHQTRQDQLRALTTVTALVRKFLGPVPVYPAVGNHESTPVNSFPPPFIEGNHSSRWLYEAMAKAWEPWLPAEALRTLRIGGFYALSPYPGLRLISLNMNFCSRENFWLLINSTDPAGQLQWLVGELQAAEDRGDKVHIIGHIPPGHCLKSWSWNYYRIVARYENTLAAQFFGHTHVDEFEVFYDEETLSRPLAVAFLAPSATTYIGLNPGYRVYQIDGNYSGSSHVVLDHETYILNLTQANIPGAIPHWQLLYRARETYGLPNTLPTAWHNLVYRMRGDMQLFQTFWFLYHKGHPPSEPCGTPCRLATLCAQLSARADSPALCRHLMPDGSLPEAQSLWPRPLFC
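Human placenta-derived ASM preincubated with compound 10 min at room temperature, then reacted with 9 uM (final) fluorogenic HMU-PC substrate for 60 min at 37 C. Stop solution raises pH to 10; fluorescence read at Ex 386/Em 447 nm.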
Tb PFK block: T. brucei PFK enzyme inhibition; T. brucei PFK, ADP-Glo luminescence; Potency, µM (series often up to 57.5 µM), for the others: at the top dose activity, negative = inhibition, usual class: inhibitors; 0.17% of 330,000 active; O15648;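 also: potency is read from the fitted curve at half-maximal effect; 0% = uninhibited 1x PFK enzyme wells and -100% = no-enzyme wells; nearly all actives have a fitted effect of over 60% in size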
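Luminescent ADP detection (ADP-Glo, two-step: ATP depletion then ADP-to-ATP conversion for luciferase) reported PFK activity after 45 min room-temperature reaction of 1.25 nM enzyme with 0.5 mM F6P and 0.1 mM ATP at pH 8.0.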
ELG1 repair inh: blocks ELG1-dependent DNA repair in HEK293T cells; HEK293T ELG1-luciferase reporter, luminescence, 16 h; DNA damage induced by 5-fluorouridine; Potency, µM (series often up to 46.1 µM), for the others: at the highest dose activity change, negative = inhibition, most hits filed as inhibitors; 2.3% of 330,000 active; AID 504467; also: potency is read from the fitted curve at half-maximal effect; % is scaled to controls: 0 for no effect and ±100 for the full control effect; nearly all actives have a fitted effect of over 55% in size
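Overnight (16 hr) co-exposure of 2,000 cells/well to 5-fluorouridine and compound at 37 °C preceded detection. Luciferase was quantified via ONE-Glo luminescence; loss of signal denotes inhibition.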
TCR activator: T cell receptor activation; primary human leukocytes, anti-CD3, IL-2 HTRF, 48 h; 330,000 tested, under 10 active; Potency, µM (doses to about 9.22 µM), inactives show top-dose activation of IL-2 secretion, actives largely listed as activators; also: % of control where 0% means no effect
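48 hr co-incubation of compounds, a-CD3 beads and primary human leukocytes; IL-2 quantified homogeneously by HTRF with anti-IL-2 K and d2 conjugates.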
Eya2 phos inh: blocks the phosphatase activity of human Eya2. O00167. recombinant Eya2, OMFP fluorescence dephosphorylation (OMFP is methylfluorescein phosphate). Potency, µM (highest dose often 76.9 µM), inactives show at the highest dose activity, negative = inhibition, usual class: inhibitors. 0.006% of 330,000 active. AID 488837; also: potency is read from the fitted curve at half-maximal effect; % is scaled to controls: 0 for no effect and ±100 for the full control effect
Target sequence (O00167 whole entry, looked up): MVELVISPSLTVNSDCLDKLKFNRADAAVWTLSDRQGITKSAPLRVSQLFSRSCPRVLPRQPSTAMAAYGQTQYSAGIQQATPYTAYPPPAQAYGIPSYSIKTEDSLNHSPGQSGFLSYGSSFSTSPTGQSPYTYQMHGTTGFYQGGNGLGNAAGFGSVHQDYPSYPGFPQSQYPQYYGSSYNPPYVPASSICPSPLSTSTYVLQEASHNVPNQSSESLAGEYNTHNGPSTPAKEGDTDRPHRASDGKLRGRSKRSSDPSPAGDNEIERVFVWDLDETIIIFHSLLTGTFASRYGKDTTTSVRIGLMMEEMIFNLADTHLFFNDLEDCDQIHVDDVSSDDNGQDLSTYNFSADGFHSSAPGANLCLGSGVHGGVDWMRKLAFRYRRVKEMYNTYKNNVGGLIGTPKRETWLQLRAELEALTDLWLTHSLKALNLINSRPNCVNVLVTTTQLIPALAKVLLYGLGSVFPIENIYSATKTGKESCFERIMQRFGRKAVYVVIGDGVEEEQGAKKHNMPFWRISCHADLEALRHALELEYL
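Eya2 protein (added as 0.2 uM solution) was preincubated with compound for 10 min at ambient temperature in 50 mM HEPES pH 7.5, 50 mM NaCl, 5 uM MgCl2, 0.05% BSA, 1 mM DTT. OMFP (added at 50 uM) then reacted 10 min; fluorescence read at 485/525 nm.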
TSHR antag: human thyrotropin receptor antagonism | P16473 | 0.2% of 330,000 active | activity change, negative = inhibition, % at 11.5 µM | TSHR-expressing cells, TSH-stimulated cAMP HTRF, 2 h; active compounds read low | AID 504810;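 active = activity change below a set negative limit, meaning inhibition stronger than a set level, cut at about -70% in these data; inconclusive = activity change between two set negative limits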; also: % is scaled to controls: 0 for no effect and ±100 for the full control effect
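Competitive HTRF cAMP read-out (cryptate anti-cAMP antibody, cAMP-d2; 30 min, room temperature) in freshly harvested TSHR cells. Compounds added before TSH at EC80 (4nM final), followed by 2 hours' incubation at 37 deg C.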
A-T KAP1 phos: potential ataxia-telangiectasia treatment. […] A-T fibroblasts, KAP-1 phosphorylation AlphaLISA; neocarzinostatin DNA damage 30 min before lysis. Potency, µM (series often up to 57.5 µM), without a hit: at the highest dose activation, most hits filed as activators. 0.19% of 320,000 active. AID 485349; also: potency is read from the fitted curve at half-maximal effect; % of control where 0% means no effect; nearly all actives have a fitted effect of over 45% in size
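ATM-like activity read as KAP-1 phosphorylation via AlphaLISA donor/acceptor antibody pairs after lysis and 6 hr at 25C. Cells were ATM-null patient fibroblasts ([…], hTERT), dosed 60 min, then exposed to the DSB inducer NCS for 30 min.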
* hit, by the source's call; ? = inconclusive; / = not tested or not shown; [ ] = remark or other dose. Unless noted, calls follow the shape of the dose curve; as a rule, active = well fitted curve in the direction sought with a large enough effect; inconclusive = small, poorly fitted or top-dose-only effect, or another doubt; inactive = no such curve, though single readings can be large; an effect the other way counts as inactive or inconclusive.

SMILES | Chronic BCR inh | TSG101-PTAP inh | Integrin act MD | Mito fusion act | S-ASM inh | Tb PFK block | ELG1 repair inh | TCR activator | Eya2 phos inh | TSHR antag | A-T KAP1 phos
CCOc1ccc(Nc2nc(N)c([N+](=O)[O-])c(NCc3ccccc3)n2)cc1 | -7.3% | 0.5% | 27.6% | 12.7% | -13.4% | 4.6% | 0.0% | -5.4% | 6.8% | 8.2 | -12.0%
CCN(CC)C(=O)c1sc2c(c1C)c(=O)n(-c1ccc(OC)cc1OC)c(=O)n2CC(=O)c1ccccc1 | 0.8% | 1.2% | 27.3% | 3.1% | -2.4% | 2.3% | -14.7% | -6.4% | 4.2% | -4.2 | 3.9%
Nc1nnc(SCC(=O)N2CCN(c3ccccc3)CC2)s1 | -0.8% | -4.3% | 16.6% | -0.6% | 0.7% | 0.0% | 3.2% | 0.2% | -2.7% | 4.2 | 6.0%
CCOC(=O)C1CCN(CC(C)(C)NS(=O)(=O)c2ccc(Cl)cc2)CC1 | 13.1% | 0.1% | -5.4% | 5.2% | 0.9% | 2.1% | -4.0% | 4.1% | -2.1% | 1.8 | -4.4%
CN1CCN(c2nc(N3CCN(c4ccccc4)CC3)ncc2F)CC1 | 0.9% | -5.0% | ? | -3.8% | 0.7% | -0.8% | ? | / | -38.6% | 6.3 | -3.1%
COc1ccc(OCc2cc(C(=O)N3CCCC(O)C3)no2)c2ccccc12 (stereo not given) | -5.0% | 0.7% | 4.9% | -4.9% | -0.7% | 0.0% | ? | 4.8% | 1.2% | 6.6 | 7.1%
CCC(C)Nc1nc2c(c(=O)n(C)c(=O)n2C)n1Cc1ccc(F)cc1 (stereo not given) | ? | -15.4% | -49.6%[inhibitor] | 3.2% | -0.4% | -4.2% | -14.3% | 1.1% | 6.7% | 13.2 | -1.2%
CC(C)Oc1ccc(/C=C/C(=O)NCC2COc3ccccc3O2)cc1 (stereo not given) | ? | 1.2% | 11.4% | -9.4% | -4.5% | -5.5% | -23.6% | 1.1% | -14.4% | -1.3 | -5.0%
C/C(CC(=O)Nc1cccc2c1CCCC2)=N\NC(=O)Cc1ccccc1 | -10.5% | 0.4% | 1.4% | -9.2% | -0.7% | -3.0% | 0.0% | 0.0% | 4.9% | -10.7 | -1.5%
COc1ccc(Cl)cc1S(=O)(=O)N1CCCC(C(=O)NCc2ccncc2)C1 (stereo not given) | 0.7% | -1.5% | 19.6% | 0.6% | -0.4% | -2.4% | -2.8% | -19.6% | 16.4% | -3.1 | 14.5%
Cc1cccc(NC(=O)C2CCN(S(=O)(=O)c3ccc4c(c3)C(C)(C)C(=O)N4C)CC2)c1C | -6.9% | -0.2% | -4.9% | -0.1% | 4.0% | 0.9% | -7.2% | 6.1% | -5.7% | -1.6 | 9.5%
CCOCCn1c(=O)c2c(nc3n2CCCN3Cc2ccccc2)n(C)c1=O | 0.6% | 0.1% | -41.0% | 15.1% | -4.7% | -2.5% | -2.1% | -50.6% | 2.7% | -10.1 | 10.0%
COc1ccc(NC(=O)Cn2nnc(-c3ccccc3N)n2)cc1OC | 4.0% | -2.7% | -24.7% | -4.2% | 2.5% | -10.3% | 3.2% | -17.1% | -19.4% | 0.2 | -0.3%
CCN(CC)C(=O)/C(=C/c1cn(S(=O)(=O)N(C)C)c2ccccc12)NC(=O)c1ccc(OC)cc1 | 17.2% | -2.6% | -10.4% | 4.3% | -2.0% | 4.2% | ? | 1.5% | -13.8% | -9.3 | -0.4%
CCN(CCn1cccn1)C(=O)CC1C(=O)NCCN1CCc1ccccc1 (stereo not given) | 12.5% | 2.8% | ? | 0.4% | 12.5% | 0.6% | -1.5% | 3.2% | -0.9% | 13.3 | 5.3%

The closing 2 entries of the part above come first, to join the parts:
SMILES | Chronic BCR inh | TSG101-PTAP inh | Integrin act MD | Mito fusion act | S-ASM inh | Tb PFK block | ELG1 repair inh | TCR activator | Eya2 phos inh | TSHR antag | A-T KAP1 phos
CCN(CC)C(=O)/C(=C/c1cn(S(=O)(=O)N(C)C)c2ccccc12)NC(=O)c1ccc(OC)cc1 | 17.2% | -2.6% | -10.4% | 4.3% | -2.0% | 4.2% | ? | 1.5% | -13.8% | -9.3 | -0.4%
CCN(CCn1cccn1)C(=O)CC1C(=O)NCCN1CCc1ccccc1 (stereo not given) | 12.5% | 2.8% | ? | 0.4% | 12.5% | 0.6% | -1.5% | 3.2% | -0.9% | 13.3 | 5.3%
CCOC(=O)c1c(NC(=O)COC(=O)Cc2n[nH]c(=O)c3ccccc23)sc(C(=O)NC)c1C | 1.8% | -7.7% | -29.3% | / | -4.3% | 9.9% | -7.4% | 2.1% | 7.6% | / | -3.7%
CC(C)c1ccc(C(=O)NCCCNC(=O)c2cnccn2)cc1 | -22.1% | ? | -9.6% | -8.0% | -1.8% | -4.4% | ? | 1.5% | -26.2% | 16.0 | -1.4%
Cc1cc(=O)oc2cc(OC(C)C(=O)O)c(Cl)cc12 (stereo not given) | 6.7% | 2.7% | -17.4% | -3.4% | 64.4%[activator] | 1.8% | ? | -25.1% | 5.1% | 12.1 | -12.2%
O=C(CCn1c(=O)oc2ccccc21)N1CCCCCC1 | -0.5% | -0.3% | -16.7% | -2.0% | -2.4% | -2.0% | ? | -0.9%[46.1 µM] | 2.1% | -1.3 | -2.6%
CCN(CC)S(=O)(=O)c1cc(C(=O)O)ccc1Cl | -2.3% | -0.5% | -14.8%[7.66 µM] | -4.5% | 2.8% | -9.3% | 2.9% | / | -6.3% | 26.3 | /
Cc1c(NC(=O)CSC2=C(C#N)C(c3ccccc3F)CC(=O)N2)c(=O)n(-c2ccccc2)n1C (stereo not given) | 1.0% | -5.0% | -7.8% | 0.9% | 16.7% | -0.3% | -3.4% | 3.7% | -29.0% | 2.8 | 3.3%
CC1Cc2cc(/C(O)=C3/C(=O)C(=O)N(CCCN4CCOCC4)C3c3ccc(C(C)C)cc3)ccc2O1 (stereo not given) | -3.5% | -7.6% | 8.0% | -1.8% | 2.2% | -12.3% | -0.6% | -8.7% | ? | -2.4 | -3.5%
CC(C)C(=O)Nc1cccc(NC(=S)NC(=O)c2cccs2)c1 | ? | 1.8% | 29.0% | -3.5% | -0.1% | 2.1% | ? | 6.4% | -13.0% | 4.1 | 4.7%
CC(C)COC(=O)c1nnsc1NC(=O)Nc1ccccc1 | -0.7% | -1.1% | 38.6% | 4.1% | -0.5% | -2.6% | ? | 3.7% | -8.7% | -17.0 | 4.3%
COc1cc(OC)c(C2=NOC(C(=O)NCCc3ccccc3)C2)cc1Cl (stereo not given) | ? | 2.1% | -9.5% | 3.9% | -1.9% | -0.5% | -6.0% | -0.4% | 16.8% | 5.5 | 1.0%
CC1CCCCC1NC(=O)C1CCN(S(=O)(=O)c2cccc3nsnc23)CC1 (stereo not given) | ? | 0.7% | 6.1% | 0.3% | 1.4% | -3.3% | -4.2% | 6.4% | 8.3% | -1.4 | 3.2%
COc1ccc(CC(=O)OCc2nnc(C3COc4ccccc4O3)o2)cc1OC (stereo not given) | 4.1% | -1.3% | -29.5% | 0.3% | 0.5% | -0.6% | -3.5% | 0.3%[46.1 µM] | -10.2% | -7.4 | 0.3%
COc1cc(/C=C2\C(C)=C(C#N)c3nc(N)c(C#N)c(C)c32)ccc1OCC(=O)O | 3.2% | -4.0% | -3.9% | 1.5% | 5.6% | -2.2% | -14.6% | -1.3% | -1.4% | -8.8 | 7.5%
Cc1ccc2c(c1)c(-c1ccccc1)nc1nnnn12 | 2.6% | -2.1% | -2.4% | 3.0% | -4.4% | -7.3% | -3.4% | 0.0% | 5.5% | -7.6 | 1.8%
O=S(=O)(c1ccc(Cl)cc1)c1cc(O)ccc1O | -8.5% | -2.0% | 22.5% | -3.4% | -3.8% | 0.6% | ? | -1.4% | 0.1% | 7.7 | 6.1%
COc1ccc(C)cc1NC(=O)Cn1cnc2sc(C)c(S(=O)(=O)N3CCOCC3)c2c1=O | 6.1% | -4.4% | -4.7% | 0.9% | -0.3% | 0.8% | -12.8% | -0.2%[46.1 µM] | 7.2% | -8.8 | 3.7%
